# PME-1 inh = PME-1 (human) inhibition | 0.53% of 320,000 active | Q9Y570 | AID 2130 | recombinant PME-1, FP-Rh probe fluorescence polarization | inhibition, % at 5.9 µM;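 active = inhibition above the campaign mean of all compounds plus 3 SD, cut at about 26% in these data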;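 also: competitive labeling of PME-1 active site by serine hydrolase directed probe; 0% = PME-1 with DMSO and 100% = wells lacking PME-1 enzyme; inhibitors block probe labeling so polarization falls and inhibition rises; many of its hits are not listed in these tables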
# LYPLA1 counter = blocks human lysophospholipase 1, a PME1 counter-screen. inhibition, % at 5.9 µM. O75608. 0.16% of 320,000 active. recombinant LYPLA1, FP-Rh probe fluorescence polarization;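 active = inhibition above the mean of all tested compounds plus 3 SD, set per campaign, cut at about 14% in these data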;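 also: inhibitors block serine hydrolase probe labeling of LYPLA1 so polarization falls; 0% = enzyme with DMSO and 100% = wells lacking LYPLA1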
# Target sequence (O75608 whole entry, looked up): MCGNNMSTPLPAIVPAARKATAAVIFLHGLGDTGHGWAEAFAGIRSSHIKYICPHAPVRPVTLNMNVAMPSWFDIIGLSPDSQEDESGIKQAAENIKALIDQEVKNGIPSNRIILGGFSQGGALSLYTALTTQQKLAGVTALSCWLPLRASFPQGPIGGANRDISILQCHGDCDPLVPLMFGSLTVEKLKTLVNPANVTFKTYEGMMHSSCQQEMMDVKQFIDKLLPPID
# pPAFAH FP inh = inhibitors of human plasma PAF acetylhydrolase (pPAFAH); Q13093; recombinant pPAFAH, FP-rhodamine probe fluorescence polarization; inhibition, % at 3.39 µM; 1.5% of 330,000 active; AID 463082;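 active = inhibition above the mean inhibition across the screen plus 3 SD, cut at about 25% in these data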;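 also: inhibitors block binding of the rhodamine activity-based probe so polarization drops; 0% = enzyme with DMSO and 100% = wells lacking pPAFAH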
# PAFAH1B3 inh = inhibitors of human PAFAH1B3; recombinant PAFAH1B3, FP-rhodamine probe, fluorescence polarization; inhibition, % at 3.39 µM; 0.28% of 340,000 active; AID 492972;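 active = inhibition above the screen-wide average of all tested compounds plus 3 SD, cut at about 25% in these data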;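 also: 0% = enzyme with DMSO only and 100% = wells lacking PAFAH1B3 protein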
# PAD4 FP inh = PAD4 (human) enzyme inhibition; 0.41% of 330,000 active; inhibition, % at 6.36 µM; recombinant PAD4, RCA probe fluorescence polarization; Q9UM07;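 active = percent inhibition above a cutoff equal to the mean of all tested compounds plus 3 SD, cut at about 15% in these data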;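 also: 0% = PAD4 with RCA probe and DMSO and 100% = probe without PAD4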
# Target sequence (Q9UM07 whole entry, looked up): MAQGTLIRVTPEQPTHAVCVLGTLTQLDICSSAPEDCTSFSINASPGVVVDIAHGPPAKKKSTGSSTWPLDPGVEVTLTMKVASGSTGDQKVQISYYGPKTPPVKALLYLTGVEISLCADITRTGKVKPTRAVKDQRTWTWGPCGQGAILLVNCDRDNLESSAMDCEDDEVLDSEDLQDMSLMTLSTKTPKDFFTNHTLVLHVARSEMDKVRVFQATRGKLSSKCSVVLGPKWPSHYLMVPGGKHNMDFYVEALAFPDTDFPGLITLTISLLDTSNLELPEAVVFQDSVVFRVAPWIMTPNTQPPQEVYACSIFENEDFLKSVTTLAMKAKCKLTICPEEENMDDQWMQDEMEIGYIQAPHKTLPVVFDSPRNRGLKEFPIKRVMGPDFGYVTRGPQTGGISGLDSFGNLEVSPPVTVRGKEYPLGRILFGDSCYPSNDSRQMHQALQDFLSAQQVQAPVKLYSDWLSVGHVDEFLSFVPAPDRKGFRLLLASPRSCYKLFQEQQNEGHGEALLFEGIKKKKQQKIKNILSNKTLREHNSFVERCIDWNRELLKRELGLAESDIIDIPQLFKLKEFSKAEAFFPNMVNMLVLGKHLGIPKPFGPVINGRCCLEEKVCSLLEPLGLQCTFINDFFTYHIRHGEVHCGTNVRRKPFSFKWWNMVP
# PAFAH1B2 inh = blocks human PAF acetylhydrolase 1b catalytic subunit 2 | 1.2% of 340,000 active | P68402 | AID 492953 | inhibition, % at 3.39 µM | recombinant PAFAH1B2, FP-rhodamine activity probe, fluorescence polarization;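 active = inhibition above the mean of all tested compounds plus 3 SD, cut at about 24% in these data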;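 also: 0% = enzyme with DMSO and 100% = wells lacking PAFAH1B2; many of its hits are not listed in these tables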
# PAFAH2 inh = inhibitors of human PAFAH2 | recombinant PAFAH2, FP-rhodamine activity probe, fluorescence polarization | inhibition, % at 3.39 µM | 0.99% of 340,000 active | AID 492956;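 active = inhibition above the mean over all tested compounds plus 3 SD, cut at about 30% in these data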;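 also: inhibitors block probe labeling of enzyme so polarization drops; 0% = enzyme with DMSO and 100% = wells lacking PAFAH2 protein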
# GSTO1 inh = counter-screen for RBBP9 inhibitors: inhibitors of human GSTO1; 1.1% of 300,000 active; recombinant GSTO1, activity-based probe fluorescence polarization; P78417; inhibition, % at 5.96 µM;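 active = inhibition above the campaign mean inhibition plus 3 SD, cut at about 35% in these data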;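 also: 0% = GSTO1-1 with DMSO and 100% = wells lacking GSTO1-1 enzyme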
# Fam108B inh = Fam108B inhibition, counter-screen for RBBP9 inhibitors; 0.33% of 300,000 active; recombinant Fam108B, FP-Rh probe fluorescence polarization; inhibition, % at 9.51 µM;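 active = inhibition above the screen mean inhibition plus 3 SD, computed separately per campaign, cut at about 18% in these data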;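 also: inhibitors lower polarization as less probe binds the enzyme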
# * marks the source's active call; other numbers are inactive results; . = not tested or not shown. Some of the compounds tested; rates above refer to the full screens.
SMILES,PME-1 inh,LYPLA1 counter,pPAFAH FP inh,PAFAH1B3 inh,PAD4 FP inh,PAFAH1B2 inh,PAFAH2 inh,GSTO1 inh,Fam108B inh
O=C(NC1CC1)C1CCN(C2CCN(C(=O)CC3=CCCCC3)CC2)CC1,-6,-3,2,7,-2,2,10,-3,-2
CCCOc1ccc(C(CC(=O)O)NC(=O)c2sc3ccccc3c2Cl)cc1 (centres undefined),-6,0,5,15,-4,6,4,2,-5
O=C(CC1SC2=NCCN2C1=O)Nc1ccc(Br)cc1 (centres undefined),6,2,7,9,-5,0,-4,11,2
c1ccc(-n2nnnc2Oc2cccc3cccnc23)cc1,6,-1,9,0,4,2,2,10,6
O=c1cc(CN2CCOCC2)c2cc(Cl)c(O)cc2o1,-2,2,3,4,1,9,-1,4,0
CC(=O)OCC1CCCC2=C(C)C(=O)CCC21COC(C)=O (centres undefined),-9,2,-8,2,2,0,6,5,-8
COc1ccc(/C=N/NC(=O)c2c(C)nc3ccc(Cl)cn23)cc1OC,2,-2,0,8,-3,3,9,0,-4
Cc1cc(N/N=C/c2c(O)ccc3ccccc23)nc(-c2ccccc2O)n1,57*,4,21,30*,3,13,20,0,70*
Cc1ccc(S(=O)(=O)NC(=O)N2CCCN(Cc3ccc(F)cc3)CC2)cc1,-8,0,3,8,-1,9,16,-3,0
CC(C)OC(=O)c1c(-c2ccc(C(C)C)cc2)csc1NC(=O)C1CCCO1 (centres undefined),-6,-2,2,-3,1,1,-7,-4,3
Cc1cccc(NC(=O)CCCN2C(=O)C(c3ccccc3)Oc3cccnc32)c1C (centres undefined),5,-1,-4,-4,1,3,-2,-1,-4
CCC(C)(C(=O)NC1CCCC1)N(C(=O)Cc1cccs1)c1c(C)n(C)n(-c2ccccc2)c1=O (centres undefined),0,-3,7,12,-7,3,-1,-6,2
CC(=O)NC(c1cc(Cl)c2cccnc2c1O)C1CC1 (centres undefined),-5,-2,1,8,3,-3,-4,.,.
COc1ccc(S(=O)(=O)N2CCCC(C(=O)O)C2)cc1 (centres undefined),-2,3,-1,8,-1,8,-2,-6,-1
CCOC(=O)Cn1c2c(c(=N)c3c1CCC3)CCC2,-2,-3,-1,7,0,8,-5,-2,4
Cc1ccc(/C=N\NC(=O)c2ccc3c(c2)OCO3)o1,1,2,1,2,-4,2,1,-1,-2
Cc1cccc(-n2c(SCC(=O)N3CCCC3)nnc2-c2ccccn2)c1C,-3,3,5,6,0,5,-1,-9,1
CCCNC(=O)c1ccc(N2CCC3(CC2)CC(c2ccccc2)=NO3)c(NC(=O)Cc2ccc(F)cc2)c1,0,-4,12,4,-5,3,20,1,2
O=C(NNC(=O)c1cc(-c2ccccc2)n(-c2ccccc2)n1)c1cccc([N+](=O)[O-])c1,-5,-3,10,14,-4,9,2,5,7
Cc1ccc2[nH]c(=O)c(CN(CCc3ccccc3)Cc3nnnn3CC3CCCO3)cc2c1 (centres undefined),2,0,9,13,3,6,-1,-2,0
CC(C)CNC(=O)NC(=O)COC(=O)c1ccccc1Sc1ccc(C(F)(F)F)cc1[N+](=O)[O-],0,-5,0,4,-3,5,0,1,2
CCOC(=O)C1CCN(C(=O)C2CCN(c3nnc(-n4cccc4)s3)CC2)CC1,-1,0,0,1,1,2,6,-4,2
CCOC(=O)c1sc(NC(=O)c2cccc(S(=O)(=O)N3c4ccccc4CC3C)c2)cc1C (centres undefined),33*,-18,-14,-18,2,-4,-44,-9,43*
COc1cccc(-c2[nH]nc3c2C(c2ccsc2)C(C#N)=C(N)O3)c1 (centres undefined),-6,4,2,6,6,11,15,51*,-1

# Arranged by formula weight (rising): part of the list above
SMILES,PME-1 inh,LYPLA1 counter,pPAFAH FP inh,PAFAH1B3 inh,PAD4 FP inh,PAFAH1B2 inh,PAFAH2 inh,GSTO1 inh,Fam108B inh
CCOC(=O)Cn1c2c(c(=N)c3c1CCC3)CCC2,-2,-3,-1,7,0,8,-5,-2,4
Cc1ccc(/C=N\NC(=O)c2ccc3c(c2)OCO3)o1,1,2,1,2,-4,2,1,-1,-2
CC(=O)NC(c1cc(Cl)c2cccnc2c1O)C1CC1 (centres undefined),-5,-2,1,8,3,-3,-4,.,.
COc1cccc(-c2[nH]nc3c2C(c2ccsc2)C(C#N)=C(N)O3)c1 (centres undefined),-6,4,2,6,6,11,15,51*,-1
Cc1cccc(-n2c(SCC(=O)N3CCCC3)nnc2-c2ccccn2)c1C,-3,3,5,6,0,5,-1,-9,1
Cc1cccc(NC(=O)CCCN2C(=O)C(c3ccccc3)Oc3cccnc32)c1C (centres undefined),5,-1,-4,-4,1,3,-2,-1,-4
CCOC(=O)C1CCN(C(=O)C2CCN(c3nnc(-n4cccc4)s3)CC2)CC1,-1,0,0,1,1,2,6,-4,2
Cc1ccc2[nH]c(=O)c(CN(CCc3ccccc3)Cc3nnnn3CC3CCCO3)cc2c1 (centres undefined),2,0,9,13,3,6,-1,-2,0
CCOC(=O)c1sc(NC(=O)c2cccc(S(=O)(=O)N3c4ccccc4CC3C)c2)cc1C (centres undefined),33*,-18,-14,-18,2,-4,-44,-9,43*
CCC(C)(C(=O)NC1CCCC1)N(C(=O)Cc1cccs1)c1c(C)n(C)n(-c2ccccc2)c1=O (centres undefined),0,-3,7,12,-7,3,-1,-6,2
CCCNC(=O)c1ccc(N2CCC3(CC2)CC(c2ccccc2)=NO3)c(NC(=O)Cc2ccc(F)cc2)c1,0,-4,12,4,-5,3,20,1,2

# The list goes on:
SMILES,PME-1 inh,LYPLA1 counter,pPAFAH FP inh,PAFAH1B3 inh,PAD4 FP inh,PAFAH1B2 inh,PAFAH2 inh,GSTO1 inh,Fam108B inh
CCCC(=O)NC(=S)N1CCN(c2ccc([N+](=O)[O-])cc2)CC1,-3,0,-3,1,-4,3,-6,-2,0
CN1CCc2c(sc(NC(=O)C3CCCCC3)c2C(N)=O)C1,-6,-1,0,-9,-5,7,0,2,-6
Cc1cc(C)n2nc(SCCOc3ccccc3F)nc2n1,2,4,4,0,-1,6,5,11,0
CC1CCCCC12NC(=O)N(CC(=O)OCc1ccc(Br)cc1)C2=O (centres undefined),0,1,-2,11,-3,12,6,.,.
O=C(NCc1ccco1)c1nn2c(C(F)(F)F)cc(-c3cccs3)nc2c1Cl,-6,-1,-1,-2,1,-3,-6,1,-14
Clc1ccc2c(c1)Nc1ccccc1CC2,1,0,1,8,-2,1,4,8,0
Cc1cccc(C)c1NC(=O)CNC(=O)c1c(C)nn(-c2ccccc2)c1C,-1,-1,2,-3,-2,-2,-4,-1,-3
COC(=O)c1ccc(N2CCN(CC(=O)c3ccc(C)cc3)CC2)c([N+](=O)[O-])c1,4,2,3,6,-2,3,-6,-2,-1
COc1ccccc1NC(=O)c1cc(S(=O)(=O)N2CCC3(CC2)OCCO3)ccc1F,-6,-1,1,6,3,10,5,16,-5
CCOC(=O)C1CCN(S(=O)(=O)NC[C@H]2O[C@@H](n3cnc4c(N)ncnc43)[C@H](O)[C@@H]2O)C1 (some centres undefined),.,.,-1,-6,1,2,-2,.,.
COc1ccc(-n2c(C)c(C(=O)O)c3cc(OC)c4ccccc4c32)cc1,0,-2,13,8,2,1,4,0,2
O=C(COC(=O)CCCC1=NS(=O)(=O)c2ccccc2N1)Nc1ccc(Br)cc1,-2,-5,6,2,-3,3,17,-4,-7
CN1/C(=c2/s/c(=C3/C(=O)N(c4ccccc4)NC3=Nc3ccccc3)n(C)c2=O)C(C)(C)c2ccccc21,3,-4,14,7,-2,-1,2,-2,12
CN(CC(=O)N1CCN(c2ccccn2)CC1)S(=O)(=O)c1ccc(Cl)cc1,1,1,0,1,-2,4,-6,-1,-3
Cc1cccc(-n2ncc3c(NCc4ccco4)ncnc32)c1,-3,-2,0,0,-6,0,-3,1,-3
O=C1OCCN1C(=O)[C@H]1[C@H](c2ccccc2)C(c2ccc(F)cc2)=NN1c1ccccc1,.,.,4,7,-2,23,-1,.,.
COC(=O)c1ccc(C)c(NC(=O)c2nn(C)c(=O)c3ccccc23)c1,0,-2,6,3,3,1,2,0,3
C/C(=N\NC(=O)c1c(Cl)c(C)nn1C)c1ccc(NC(=O)C2CCC2)cc1,-5,0,-6,2,0,1,-3,0,-2
O=C(COC(=O)Cc1c(F)cccc1Cl)NC1CCS(=O)(=O)C1 (centres undefined),1,-1,-5,1,5,-8,0,4,-1
CCOc1ccc(-c2c(C(=O)N/N=C/c3ccccc3)nnn2-c2nonc2N)cc1,3,-2,-2,-7,-3,9,-1,-3,-4
C=CCN(C(=O)CCC(=O)Nc1cc(C)on1)C(C(=O)NC1CCCC1)c1ccc(OC)c(OC)c1 (centres undefined),4,-5,3,7,3,-3,-11,3,1
CN(CC(=O)Nc1cccc(F)c1)CC(=O)Nc1cccc([N+](=O)[O-])c1,-2,-4,5,-6,-1,0,4,11,-1
COc1cccc(NC(=S)N(CCCN2CCOCC2)C(C)c2cc3ccccc3o2)c1 (centres undefined),-8,1,3,3,-1,4,4,-3,-1
CCN(C(=O)CSc1ccccn1)C1CCCCC1,.,.,1,2,0,11,2,.,.
Nc1nc(Cl)nc2c1ncn2[C@H]1C[C@H](O)[C@@H](CO)O1,0,0,-1,3,0,-3,-3,3,-3
Cc1nc2c(cc1NC(=O)C(C)(C)C)nc(C)n2Cc1ccccc1,0,2,2,4,1,4,-2,4,0
Cc1ccc(NC(=O)COc2ccccc2[N+](=O)[O-])nc1,2,0,-4,7,-4,6,8,7,3
O=C(NCCc1c[nH]c2ccccc12)OCCSS(=O)(=O)O,-3,-2,2,-1,0,-4,-1,-4,1
CCCn1c(SCC(=O)Nc2cccc(C(=O)OCC)c2)nnc1-c1ccoc1C,1,-1,3,-7,0,0,-2,3,-2
CCCc1c(C(=O)Nc2ccc(F)cc2)cnn1-c1ccccc1,-3,-2,4,11,-2,5,9,1,3
CC1CCN(Cc2c(C(=O)N/N=C/c3cccc(Cl)c3)nnn2-c2nonc2N)CC1,3,-3,-1,2,1,0,-11,-2,-4
CC(CCc1ccccc1)NC(=O)COC(=O)c1cccnc1Cl (centres undefined),.,.,10,-2,-3,7,10,.,.
COc1ccc(S(=O)(=O)N(Cc2ccccc2)Cc2nc3ccccc3c(=O)[nH]2)cc1,11,2,2,-1,-1,-4,4,6,3
C=CCNC(=S)Nc1ccc(N2CCOCC2)c(S(=O)(=O)Nc2ccccc2Cl)c1,8,-3,2,-1,1,0,2,1,-3
Cc1cc(C)c(C#N)c(N2CCC(C(N)=O)CC2)n1,0,1,6,-1,0,-3,-4,-3,-1
Cc1occc1C(=O)N1CCCC(Nc2ccc(F)c(F)c2)C1 (centres undefined),3,1,1,1,-5,3,-8,4,-6
Cc1ccc(Cl)cc1N1CCN(S(=O)(=O)c2c(C(=O)N3CCOCC3)c(C)n(C)c2C)CC1,1,-3,0,12,-15,4,7,-1,6
